Screens as filed in PubChem BioAssay.
ELG1 DNA repair – blocks ELG1-dependent DNA repair in HEK293T cells | HEK293T ELG1-luciferase reporter, luminescence, 16 h; DNA damage induced by 5-fluorouridine | 330,000 compounds, 2.3% hits | AID 504467 | Potency, µM (doses to about 46.1 µM), without a hit: at the highest dose activity change, negative = inhibition, actives largely listed as inhibitors; also: potency is read from the fitted curve at half-maximal effect; % is scaled to controls: 0 for no effect and ±100 for the full control effect; nearly all actives have a fitted effect of over 55% in size
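Step one: seed 2,000 cells per well. Step two: pin-transfer compound or DMSO alongside 5-fluorouridine. Step three: incubate 16 hr, 37 °C, 5% CO2. Step four: add ONE-Glo, wait 30 min, read luminescence.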
ASM inhibitor – human S-ASM enzyme inhibition. P17405. placental ASM, HMU-PC fluorogenic substrate, 60 min. Potency, µM (highest dose often 57.5 µM), for inactives: top-dose activity change, negative = inhibition, most hits filed as inhibitors. 340,000 compounds, 0.006% hits. AID 504937; also: potency is read from the fitted curve at half-maximal effect
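HMU-PC0 cleavage (9 uM final) by human placental ASM, 60 min at 37 °C following 10 min compound exposure at RT; stopped at pH 10, fluorescence Ex 386/Em 447 nm.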
TSG101-PTAP inh – blocks PTAP/TSG101 interaction to inhibit HIV-1 budding; Potency, µM (doses to about 115 µM), for the others: at the highest dose activity change, negative = inhibition, hits mostly inhibitors; 340,000 tested, under 10 active; Fluorescence polarization, FITC-PTAP peptide / Tsg101 binding; active = well fitted inhibition curve with a large enough effect in the main read-out, with a control signal flat, not every such curve was filed as active; inconclusive = small, poorly fitted or top-dose-only effect, or effect the other way, or a change in a side signal; inactive = no such curve, though single readings can be large or run the other way; also: potency is read from the fitted curve at half-maximal effect; % of control where 0% means no effect
Target sequence (Q99816 whole entry, looked up): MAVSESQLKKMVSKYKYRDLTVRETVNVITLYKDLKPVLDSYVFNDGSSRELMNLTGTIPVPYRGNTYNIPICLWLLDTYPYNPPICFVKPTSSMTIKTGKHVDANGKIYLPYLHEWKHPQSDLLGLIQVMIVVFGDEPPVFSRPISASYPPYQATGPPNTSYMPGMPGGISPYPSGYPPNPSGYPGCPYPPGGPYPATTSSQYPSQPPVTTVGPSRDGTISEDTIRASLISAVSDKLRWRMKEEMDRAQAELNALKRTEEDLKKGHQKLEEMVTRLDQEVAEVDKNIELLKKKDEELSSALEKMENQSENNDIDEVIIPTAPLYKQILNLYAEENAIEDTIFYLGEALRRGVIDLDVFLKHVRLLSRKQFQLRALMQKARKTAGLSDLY
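Compounds were pin-transferred onto Tsg101 binding domain (10 uM final) in HEPES pH 7.5 buffer, then FITC-PTAP peptide was added at 50 nM final. After 20 min at RT, polarization reported peptide displacement across a qHTS concentration series.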
Tb PFK inh – blocks T. brucei phosphofructokinase; O15648; T. brucei PFK, ADP-Glo luminescence; Potency, µM (series often up to 57.5 µM), without a hit: top-dose activity, negative = inhibition, usual class: inhibitors; 330,000 compounds, 0.17% hits;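 also: potency is read from the fitted curve at half-maximal effect; 0% = uninhibited 1x PFK enzyme wells and -100% = no-enzyme wells; nearly all actives have a fitted effect of over 60% in size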
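Luminescent ADP detection (ADP-Glo, two-step: ATP depletion then ADP-to-ATP conversion for luciferase) reported PFK activity after 45 min room-temperature reaction of 1.25 nM enzyme with 0.5 mM F6P and 0.1 mM ATP at pH 8.0.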
Integrin act MD – activators of alpha7 integrin expression for muscular dystrophy | Potency, µM (highest dose often 38.3 µM), for inactives: at the top dose activation, most hits filed as activators | alpha7betagal myoblasts, beta-gal FDG fluorescence, 48 h | 350,000 compounds, 0.064% hits;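 also: potency is read from the fitted curve at half-maximal effect; 100% = response of the positive control SU9516; nearly all actives have a fitted effect of over 60% in size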
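alpha7betagal+/- myoblasts (passage 13, 250/well) treated 48 h at 37C with compounds at 1:260 dilution of DMSO stock. Lysed, then beta-galactosidase activity read as FDG fluorescence (ex 480/em 540) after 30 min, with pre-read for autofluorescence.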
Eya2 inh – inhibitors of human Eya2 phosphatase activity. recombinant Eya2, OMFP fluorescence dephosphorylation (OMFP is methylfluorescein phosphate). Potency, µM (top dose mostly 76.9 µM), inactives show at the top dose activity, negative = inhibition, most hits filed as inhibitors. AID 488837. O00167. 330,000 compounds, 0.006% hits; also: potency is read from the fitted curve at half-maximal effect; % is scaled to controls: 0 for no effect and ±100 for the full control effect
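Eya2 (0.2 uM) preincubated 10 min at ambient with compound, then OMFP substrate added at 50 uM; 10 min reaction in 50 mM HEPES pH 7.5, 50 mM NaCl, 5 uM MgCl2, 0.05% BSA, 1 mM DTT. Fluorescence read at Ex 485/Em 525 nm.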
TCR act – T cell receptor activation; primary human leukocytes, anti-CD3, IL-2 HTRF, 48 h; Potency, µM (titrated, usually from 9.22 µM), without a hit: at the highest dose activation of IL-2 secretion, actives largely listed as activators; 330,000 tested, under 10 active; also: % of control where 0% means no effect
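48 hr co-incubation of compounds, a-CD3 beads and primary human leukocytes; IL-2 quantified homogeneously by HTRF with anti-IL-2 K and d2 conjugates.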
Mito fusion act – inhibitors of mitochondrial division or activators of mitochondrial fusion. S. cerevisiae fusion-defective mutant growth rescue, CellTiterGlo 48 h. Potency, µM (series often up to 46.1 µM), without a hit: at the top dose growth rescue (activation), most hits filed as activators. 320,000 compounds, 0.23% hits. AID 485298;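 also: potency is read from the fitted curve at half-maximal effect; % of control where 0% means no effect; nearly all actives have a fitted effect of over 45% in size; temperature-sensitive fusion mutants such as fzo1-1 at 37 °C on non-fermentable ethanol glycerol medium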
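S. cerevisiae fusion-defective temperature-sensitive mutants (e.g. fzo1-1, mgm1-5) grown 48 h at 37C in YPEG (ethanol/glycerol non-fermentable) medium with 23 nl compound per well; growth rescue read as CellTiterGlo luminescence.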
A-T KAP1 phos – candidate therapy for ataxia-telangiectasia; […] A-T fibroblasts, KAP-1 phosphorylation AlphaLISA; neocarzinostatin DNA damage 30 min before lysis; Potency, µM (doses to about 57.5 µM), without a hit: at the highest dose activation, most hits filed as activators; 320,000 compounds, 0.19% hits; AID 485349; also: potency is read from the fitted curve at half-maximal effect; % of control where 0% means no effect; nearly all actives have a fitted effect of over 45% in size
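ATM-like activity read as KAP-1 phosphorylation via AlphaLISA donor/acceptor antibody pairs after lysis and 6 hr at 25C. Cells were ATM-null patient fibroblasts ([…], hTERT), dosed 60 min, then exposed to the DSB inducer NCS for 30 min.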
Chronic BCR inh – inhibitors of chronic active B-cell receptor signaling | ABC-DLBCL IkBa-CBG/CBR reporter, luminescence ratio, 4 h | Potency, µM (series often up to 46.1 µM), without a hit: at the highest dose ratio change, negative = lower green/red ratio, actives largely listed as inhibitors | 340,000 compounds, 0.05% hits; active = well fitted inhibition curve with a large enough effect in the signal ratio, with a control signal flat, not every such curve was filed as active; inconclusive = small, poorly fitted or top-dose-only effect, or effect the other way, or a change in a side signal; the % refers to the signal ratio;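 also: potency is read from the fitted curve at half-maximal effect; plate controls were basal doxycycline-induced cells for no effect and cells given 10 µM MG132 for full effect; MG132 reads +100%, hits lower the ratio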
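TMD8 human ABC-DLBCL cells with doxycycline-inducible IκBα–green luciferase fusion and unfused red luciferase, in 0.5% FBS medium; compounds up to 46 uM, 4 h at 37C. Green/red luminescence ratio, filter-overlap corrected, fitted to concentration-response curves.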
TSHR antag – blocks TSH signaling through the human TSH receptor | TSHR-expressing cells, TSH-stimulated cAMP HTRF, 2 h; stronger effect = lower value | activity change, negative = inhibition, % at 11.5 µM | AID 504810 | 330,000 compounds, 0.2% hits;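 active = activity change below a set negative limit, meaning inhibition stronger than a set level, cut at about -70% in these data; inconclusive = activity change between two set negative limits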; also: % is scaled to controls: 0 for no effect and ±100 for the full control effect
Target sequence (P16473 whole entry, looked up): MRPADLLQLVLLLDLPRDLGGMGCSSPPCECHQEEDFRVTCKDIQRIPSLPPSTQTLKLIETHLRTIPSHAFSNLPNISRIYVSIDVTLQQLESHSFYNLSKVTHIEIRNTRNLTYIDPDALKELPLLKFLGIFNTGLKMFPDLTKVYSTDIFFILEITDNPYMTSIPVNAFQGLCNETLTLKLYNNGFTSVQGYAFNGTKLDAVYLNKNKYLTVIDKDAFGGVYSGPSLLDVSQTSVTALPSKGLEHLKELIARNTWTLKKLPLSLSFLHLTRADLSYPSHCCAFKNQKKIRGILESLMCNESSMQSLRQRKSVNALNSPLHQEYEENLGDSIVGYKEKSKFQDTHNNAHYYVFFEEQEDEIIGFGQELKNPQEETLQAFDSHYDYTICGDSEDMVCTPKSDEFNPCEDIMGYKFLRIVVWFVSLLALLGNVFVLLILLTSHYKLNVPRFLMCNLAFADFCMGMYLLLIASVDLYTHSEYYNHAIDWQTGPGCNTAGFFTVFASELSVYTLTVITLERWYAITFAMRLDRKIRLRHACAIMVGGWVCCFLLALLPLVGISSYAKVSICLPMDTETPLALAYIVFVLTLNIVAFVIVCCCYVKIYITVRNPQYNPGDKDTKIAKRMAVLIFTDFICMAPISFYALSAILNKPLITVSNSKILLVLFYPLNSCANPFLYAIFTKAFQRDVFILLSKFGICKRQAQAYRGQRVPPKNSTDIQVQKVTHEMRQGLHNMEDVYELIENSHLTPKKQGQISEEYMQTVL
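Competitive HTRF cAMP read-out (cryptate anti-cAMP antibody, cAMP-d2; 30 min, room temperature) in freshly harvested TSHR cells. Compounds added before TSH at EC80 (4nM final), followed by 2 hours' incubation at 37 deg C.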
* hit, by the source's call; ? = inconclusive; . = not tested or not shown; [ ] = another dose, or the depositor's remark. Unless noted, calls follow the shape of the dose curve; as a rule, active = well fitted curve in the direction sought with a large enough effect; inconclusive = small, poorly fitted or top-dose-only effect, or another doubt; inactive = no such curve, though single readings can be large; an effect the other way counts as inactive or inconclusive.

The opening two entries as a preview:
SMILES	ELG1 DNA repair	ASM inhibitor	TSG101-PTAP inh	Tb PFK inh	Integrin act MD	Eya2 inh	TCR act	Mito fusion act	A-T KAP1 phos	Chronic BCR inh	TSHR antag
Cc1ccc2nc(N3CCN(C)CC3)c(C#N)cc2c1	?	26%	0%	6%	16%	-8%	5%	1%	5%	5%	-1
NC(=O)CC(NC(=O)c1ccccc1)c1ccc(NCc2ccccn2)c([N+](=O)[O-])c1 (stereo not given)	-20%	4%	-1%	2%	-1%	1%	-3%	-2%	7%	?	3

The whole of this part, repeating the preview:
SMILES	ELG1 DNA repair	ASM inhibitor	TSG101-PTAP inh	Tb PFK inh	Integrin act MD	Eya2 inh	TCR act	Mito fusion act	A-T KAP1 phos	Chronic BCR inh	TSHR antag
Cc1ccc2nc(N3CCN(C)CC3)c(C#N)cc2c1	?	26%	0%	6%	16%	-8%	5%	1%	5%	5%	-1
NC(=O)CC(NC(=O)c1ccccc1)c1ccc(NCc2ccccn2)c([N+](=O)[O-])c1 (stereo not given)	-20%	4%	-1%	2%	-1%	1%	-3%	-2%	7%	?	3
CC(C)c1ccc(S(=O)(=O)N2CCN(C(=O)CN3C(=O)c4ccccc4C3=O)CC2)cc1	?	1%	1%	1%	-44%	1%	-2%[46.1 µM]	.	-7%	?	-1
Cc1ccc(S(=O)(=O)N/N=c2\oc3ccccc3cc2C(=O)Nc2cccc(C)c2)cc1	?	.	.	-2%	.	2%	3%[46.1 µM]	-4%	-1%	3%	9
Cc1cccc(OCC(=O)N2CCN(C(=O)c3ccco3)CC2)c1	5%	1%	5%	1%	2%	7%	3%	-2%	-2%	10%	-4
COc1ccc(OCC(=O)N/N=C(\C)CC(=O)Nc2cccc([N+](=O)[O-])c2)cc1	6%	0%	-3%	0%	-14%	-8%	-1%	2%	-3%	?	-2
CC(C)OC(=O)CSc1nc(Cc2cccs2)nc2ccccc12	-7%	-1%	2%	4%	26%	1%	-4%	?	0%	14%	6
CCc1ccc(N2CC(C(=O)OCC(=O)NC3CC3)CC2=O)cc1 (stereo not given)	15%	-2%	0%	0%	18%	5%	-14%	.	-5%	1%	3
Cc1cc(C)cc(N(CC(=O)N2CCOCC2)S(=O)(=O)c2ccccc2)c1	-1%	0%	-5%	-6%	18%	-4%	0%[46.1 µM]	-4%	3%	-13%	2
COc1ccc(C(=O)NC2CCN(CC(=O)N3CCCCC3)CC2)cc1	9%	0%	-4%	-14%	2%	1%	-7%	2%	0%	5%	13
CC(=O)c1ccc2cccc3c2c1N=CN3C	-15%	140%[activator]	-11%	7%	-2%	-3%	-10%	-1%	4%	0%	20
CCCCOc1ccc(C(=O)N/C(=C\c2ccc([N+](=O)[O-])cc2)C(=O)OCc2ccco2)cc1	4%	-5%	3%	-1%	20%	1%	18%[46.1 µM]	-5%	1%	?	-1
O=C(Nc1cccc(C(F)(F)F)c1)C1CCCN1S(=O)(=O)c1cccc2cccnc12 (stereo not given)	-16%	-4%	-5%	0%	-27%	7%	0%	2%	2%	-11%	-12
NS(=O)(=O)c1ccc(NC(=O)COC(=O)c2cnccn2)cc1	22%	0%	-3%	0%	-23%	-23%	-5%	-7%	6%	-8%	29
COc1ccc(NC(=O)CN(C)S(=O)(=O)c2ccc3c(c2)CC(C)N3C(C)=O)cc1OC (stereo not given)	?	0%	-3%	-6%	?	16%	-6%	-4%	2%	-8%	15
Cc1[nH]c(C)c(S(=O)(=O)Nc2ccccc2Cl)c1C(=O)N1CCCC1	0%	-2%	-4%	1%	12%	0%	-4%	-12%	3%	1%	4
CCN(CC)CCCNc1oc(-c2ccc(OC)c(OC)c2)nc1C#N	18%	5%	-2%	0%	-16%	-12%	4%	1%	11%	-7%	13
Cc1ccc(S(=O)(=O)Oc2ccc(/C=N/NC(=O)c3ccncc3)cc2)cc1	8%	1%	2%	3%	10%	-7%	.	4%	10%	-1%	-6
Cc1c(C)c2ccc(OCC(=O)NCc3ccccn3)cc2oc1=O	17%	5%	-3%	0%	1%	-3%	2%	-1%	-2%	1%	-8
CCOc1ccccc1N1CC(C(=O)Nc2cc(Cl)ccc2-n2cncn2)CC1=O (stereo not given)	4%	0%	-2%	-15%	0%	-24%	8%	-2%	2%	3%	-4
CCOc1ccccc1NC(=S)N(CCCN1CCOCC1)Cc1cn(C)c2ccccc12	-24%	-2%	-4%	0%	-33%	1%	-3%	2%	-3%	0%	0
CCOC(=O)c1c(C)[nH]c(C(=O)OCC(=O)N2c3ccccc3CC2C)c1C (stereo not given)	?	-13%	-4%	-2%	-11%	-10%	-3%	-4%	5%	?	-25
c1ccc2c(c1)nc(N1CCCCCC1)c1ccccc12	3%	8%	0%	-2%	19%	1%	-1%	5%	?	7%	-5
COc1ccccc1N/N=C/c1c(CO)cnc(C)c1O	11%	7%	1%	11%	-19%	-6%	.	-7%	2%	-26%	-2
CC(=O)NCCc1nc2cc(NC(=O)c3ccccc3)ccc2n1C	?	-1%	-8%	4%	4%	2%	-9%	-1%	2%	?	-4
Next structures:
SMILES	ELG1 DNA repair	ASM inhibitor	TSG101-PTAP inh	Tb PFK inh	Integrin act MD	Eya2 inh	TCR act	Mito fusion act	A-T KAP1 phos	Chronic BCR inh	TSHR antag
Cc1cc(CN(C)C(=O)CC2C(=O)NCCN2Cc2ccc(-c3ccccc3)cc2)on1 (stereo not given)	1%	5%	-1%	2%	-1%	1%	0%	-4%	-5%	?	-6
CC(=O)c1c(C)cc(C)c(CSc2nc(C)cc(=O)[nH]2)c1C	?	-1%	-5%	1%	-44%	-3%	3%	9%	0%	-5%	8
O=C(CN1CCCN(Cc2ccc(F)cc2Cl)C1=O)NC1CCCCCCC1	-12%	5%	-5%	-1%	-24%	-10%	1%	2%	3%	-5%	3
Cc1cccc(OCCNc2cc(N3CCN(CCO)CC3)ccc2[N+](=O)[O-])c1	5%	-21%	0%	0%	-34%[inhibitor]	-4%	-4%[46.1 µM]	-3%	1%	-3%	4
C[C@H]1COc2c(C3(N)CC3)c(F)cc3c(=O)c(C(=O)O)cn1c23	.	.	.	-8%	.	-22%	.	3%	.	?	36
OCCC1CN(Cc2cccn2-c2nccs2)CCN1C1CCCCC1 (stereo not given)	4%	3%	0%	1%	-4%	-10%	7%	-5%	1%	-19%	15
CCOC(=O)C1C(c2ccc(Cl)cc2)NC(=S)NC1(O)C(F)(F)F (stereo not given)	0%	0%	0%	1%	-13%	-17%	4%	11%	1%	-5%	5
COc1ccc(S(=O)(=O)N2CCN(C(=O)CCCN3C(=O)NC4(CCCC4)C3=O)CC2)cc1	4%	0%	1%	?	-15%	-15%	.	-1%	10%	-9%	-2
COc1cccc2cc(C(=O)NCCN3CCOCC3)c(=O)oc12	10%	2%	2%	1%	3%	16%	-1%	20%	-6%	1%	-4
Cc1ccc(-c2nnc(SCC(=O)Nc3nc4c(s3)CCCC4)n2C)cc1	?	1%	-7%	0%	-1%[7.66 µM]	-1%	.	-5%	17%	-2%	-5
C=C(C)c1cccc(C(C)(C)NC(=O)NCC2COCCO2)c1 (stereo not given)	-5%	6%	-3%	-4%	1%	-6%	-1%[46.1 µM]	-2%	10%	0%	-9

Quoted at random: three compounds from above
SMILES	ELG1 DNA repair	ASM inhibitor	TSG101-PTAP inh	Tb PFK inh	Integrin act MD	Eya2 inh	TCR act	Mito fusion act	A-T KAP1 phos	Chronic BCR inh	TSHR antag
COc1ccc(S(=O)(=O)N2CCN(C(=O)CCCN3C(=O)NC4(CCCC4)C3=O)CC2)cc1	4%	0%	1%	?	-15%	-15%	.	-1%	10%	-9%	-2
Cc1cc(CN(C)C(=O)CC2C(=O)NCCN2Cc2ccc(-c3ccccc3)cc2)on1 (stereo not given)	1%	5%	-1%	2%	-1%	1%	0%	-4%	-5%	?	-6
C=C(C)c1cccc(C(C)(C)NC(=O)NCC2COCCO2)c1 (stereo not given)	-5%	6%	-3%	-4%	1%	-6%	-1%[46.1 µM]	-2%	10%	0%	-9
